Assay outcomes (PubChem BioAssay)
VHR inh abs = DUSP3 (human) phosphatase inhibition. recombinant VHR phosphatase, pNPP absorbance. inhibition, % at 13.3 µM. hit rate 0.52% among 290,000. AID 1654; in the data active = inhibition above about 50%; also: some compounds called inactive have numbers as strong as hits
Target sequence (P51452 whole entry, looked up): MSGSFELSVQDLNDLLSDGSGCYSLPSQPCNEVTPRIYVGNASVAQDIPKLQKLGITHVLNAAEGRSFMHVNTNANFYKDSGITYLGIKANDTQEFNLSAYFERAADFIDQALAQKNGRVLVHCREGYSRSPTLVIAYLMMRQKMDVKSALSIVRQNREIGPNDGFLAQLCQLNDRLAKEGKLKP
MazEF act = MazEF (E. coli) toxin RNase activation; activation, % at 20 µM; hit rate 0.32% among 350,000; AID 504720; FAM/BHQ RNA-DNA oligo cleavage fluorescence, 5 h; in the data active = activation above about 50%
Target sequence (P0AE70 whole entry, looked up): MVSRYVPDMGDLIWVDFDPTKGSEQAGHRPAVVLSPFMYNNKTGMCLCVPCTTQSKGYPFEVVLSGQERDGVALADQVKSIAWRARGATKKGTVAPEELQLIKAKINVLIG
3CLpro inhibitor = SARS-CoV 3CLpro protease inhibition; recombinant SARS-CoV 3CLpro, quenched FRET peptide cleavage; hit rate 0.14% among 290,000; AID 1706; inhibition, % at 6 µM; P0C6X7; in the data active = inhibition above about 12%
Vc quorum ag = inducers of Vibrio cholerae quorum light production without autoinducers | V. cholerae BH1578 lux reporter, luminescence, 6 h | activation, % at 18.7 µM | hit rate 0.16% among 350,000; in the data active = activation mostly above about 9.7%, no sharp cut-off; also: not every result past the cut was called active; inactives centre near 0; reference of the scale not given here
UGM FP inh = blocks M. tuberculosis UGM enzyme. inhibition, % at 10 µM. P9WIQ1. hit rate 0.06% among 320,000. purified UGM, fluorescence polarization probe displacement; in the data active = inhibition above about 10%, passing the limit was not always enough
SSB-PriA inh = blocks PriA binding to SSB C-terminal tail; AlphaScreen SSBct-PriA binding, biotinylated peptide; inhibition, % at 33 µM; hit rate 0.6% among 430,000; AID 1272365; in the data active = inhibition mostly above about 37%, no sharp cut-off; inactive = mostly below about 20%;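 also: plate controls were negative control peptide for no effect and reference peptide for full effect; strong numbers were not always called active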
BioA inh = inhibitors of Mycobacterium tuberculosis BioA enzyme. purified M. tuberculosis BioA enzyme, plate reader. inhibition, % at 9.99 µM. hit rate 0.096% among 360,000; in the data active = inhibition above about 40%
Mtb FBA inh = inhibits M. tuberculosis FBA enzyme; hit rate 2.3% among 360,000; purified M. tuberculosis FBA, fluorescence read-out; inhibition, % at 1 µM; in the data active = inhibition above about 27%;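 also: 0% = vehicle and 100% = reference inhibitor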
Target sequence (P9WQA3 whole entry, looked up): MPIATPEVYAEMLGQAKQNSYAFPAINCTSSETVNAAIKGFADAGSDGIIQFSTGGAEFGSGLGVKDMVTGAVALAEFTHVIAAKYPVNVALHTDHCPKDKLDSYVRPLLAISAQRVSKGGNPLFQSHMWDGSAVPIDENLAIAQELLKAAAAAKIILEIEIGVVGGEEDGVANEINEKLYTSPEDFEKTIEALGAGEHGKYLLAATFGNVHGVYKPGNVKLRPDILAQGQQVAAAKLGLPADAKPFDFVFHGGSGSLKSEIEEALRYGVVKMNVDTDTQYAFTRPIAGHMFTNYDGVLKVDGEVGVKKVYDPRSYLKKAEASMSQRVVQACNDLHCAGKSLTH
GDH-TPI inh = counter-screen for M. tuberculosis FBA inhibitors: GDH-TPI coupled enzymes; inhibition, % at 4.8 µM; hit rate 1.2% among 360,000; GDH-TPI coupled enzyme counterscreen, NADH absorbance; in the data active = inhibition above about 30%;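 also: 0% = DMSO wells and 100% = wells lacking the enzyme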
Rv3671c inh = inhibits the M. tuberculosis serine protease Rv3671c; P9WHR9; inhibition, % at 5.96 µM; hit rate 0.048% among 320,000; AID 2606; in the data active = inhibition above about 38%;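 also: extracellular domain of Rv3671c used as enzyme; 0% = enzyme with DMSO and 100% = no enzyme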
Target sequence (P9WHR9 whole entry, looked up, the tested form may be a part): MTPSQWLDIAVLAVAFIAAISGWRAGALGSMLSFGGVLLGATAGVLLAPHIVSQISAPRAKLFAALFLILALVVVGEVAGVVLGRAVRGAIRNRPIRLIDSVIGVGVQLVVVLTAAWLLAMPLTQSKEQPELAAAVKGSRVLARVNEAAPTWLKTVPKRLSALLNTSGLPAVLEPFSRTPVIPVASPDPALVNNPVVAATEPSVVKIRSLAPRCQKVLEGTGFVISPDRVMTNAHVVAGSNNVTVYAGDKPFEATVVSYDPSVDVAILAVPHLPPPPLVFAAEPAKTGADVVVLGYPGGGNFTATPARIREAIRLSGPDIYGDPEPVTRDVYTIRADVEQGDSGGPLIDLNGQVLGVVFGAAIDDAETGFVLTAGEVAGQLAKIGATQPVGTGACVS
Active calls of the source: *; i = inactive; · = not tested or not shown; + = active, no number; & = joins results of further samples. Some of the compounds tested; rates above refer to the full screens.

[1] CC(=O)/C(N=Nc1cc(C)ccc1O)=C(\C)O
[2] O=C1OCCC1Sc1nnc(-c2ccccc2Br)n1Cc1ccccc1 (centres undefined)
[3] CCCCc1ccc(NC(=O)C(=O)NCCN2CCN(Cc3ccc([N+](=O)[O-])cc3)CC2)cc1
[4] CCCCNc1ccc(C(=O)Nc2cccc(C)n2)cc1[N+](=O)[O-]
[5] c1ccc(-n2ncc3c(N4CCN(CCOc5cccc6ccccc56)CC4)ncnc32)cc1
[6] COCCn1cnnc1SCC(=O)Nc1ccc(Br)cc1F
[7] Cc1ccc(N2CC(C(=O)Nc3c4c(nn3C(C)(C)C)CS(=O)(=O)C4)CC2=O)cc1 (centres undefined)
[8] c1ccc(-c2cc(N3CCCCC3)ncn2)cc1
Compound,1,2,3,4,5,6,7,8
VHR inh abs,-7.5,-4.8,12.3,10.8,20.1,25.6,18.8,16.9
MazEF act,104.8*,3.7,-11.9,28.8,-13.7,7.6,-16.3,2.0
3CLpro inhibitor,2.2,-3.7,-5.3,1.8,-8.4,-2.0,-0.6,0.0
Vc quorum ag,-0.7,-0.6,-0.3,0.3,-10.9,-0.2,-0.7,i
UGM FP inh,1.8,-3.1,0.7,-0.4,1.3,3.1,0.8,-5.2
SSB-PriA inh,·,-1.1,-7.3,11.0,-13.1,2.4,4.6,-17.5
BioA inh,·,-1.2,·,0.2,-2.7,·,-3.1,0.6
Mtb FBA inh,-5.5,2.8,-0.6,0.5,-1.9,-1.1,-1.3,1.6
GDH-TPI inh,7.4,2.2,0.9,5.4,-5.0,1.2,14.4,9.4
Rv3671c inh,14.1,-4.9,-2.3,17.7,1.2,3.0,1.6,0.6

[9] CCOc1ccc(CNS(=O)(=O)c2cc(-c3cc(C)no3)ccc2OC)cc1OC
[10] O=C(OCc1nnc(-c2ccccc2)o1)C1CC(=O)N(Cc2ccco2)C1 (centres undefined)
[11] CSc1ccc(CNCC(O)c2ccccc2)cc1 (centres undefined)
[12] CS(=O)(=O)N1CCN(c2ccc([N+](=O)[O-])c(NCc3ccccc3)c2)CC1
[13] O=C(NCCCN1CCOCC1)c1ccc2c(c1)N(Cc1cccc(Cl)c1)C(=O)c1ccccc1S2=O (centres undefined)
[14] Cc1cc2nc(CS)[nH]c2cc1C
[15] Cc1ccc(CSCCNS(=O)(=O)c2ccccc2)cc1
[16] O=C(O)c1cc(-c2ccco2)nc2cc3ccccc3cc12
Compound,9,10,11,12,13,14,15,16
VHR inh abs,3.7,13.2,-6.6,20.0,12.5,3.3,-11.0,9.5
MazEF act,9.9,-1.8,-1.0,6.1,3.7,8.8,-3.4,-19.7
3CLpro inhibitor,3.5,-4.1,0.8,5.5,5.1,2.8,2.0,2.6
Vc quorum ag,i,-0.9,-0.4,i,i,-0.5,i,-0.5
UGM FP inh,1.9,-0.4,-2.6,-2.3,0.1,4.0,-0.6,2.8
SSB-PriA inh,0.8,2.2,-1.0,-14.4,-2.3,-18.7,-36.2,-12.6
BioA inh,1.7,0.2,-0.8,-1.2,4.9,-2.7,·,-1.1
Mtb FBA inh,-0.9,2.0,-0.1,-6.8,-1.0,8.0,3.7,20.2
GDH-TPI inh,2.6,1.6,-1.2,-7.8,7.8,6.4,5.7,11.5
Rv3671c inh,-5.6,1.9,-7.1,1.5,-7.8,3.0,1.7,2.1

Rewritten as tab-separated lines: three of the compounds above
No.	SMILES	VHR inh abs	MazEF act	3CLpro inhibitor	Vc quorum ag	UGM FP inh	SSB-PriA inh	BioA inh	Mtb FBA inh	GDH-TPI inh	Rv3671c inh
13	O=C(NCCCN1CCOCC1)c1ccc2c(c1)N(Cc1cccc(Cl)c1)C(=O)c1ccccc1S2=O (centres undefined)	12.5	3.7	5.1	i	0.1	-2.3	4.9	-1.0	7.8	-7.8
14	Cc1cc2nc(CS)[nH]c2cc1C	3.3	8.8	2.8	-0.5	4.0	-18.7	-2.7	8.0	6.4	3.0
15	Cc1ccc(CSCCNS(=O)(=O)c2ccccc2)cc1	-11.0	-3.4	2.0	i	-0.6	-36.2	·	3.7	5.7	1.7

The list goes on.
[17] CC(C)(C)OC(=O)NCCc1nnc(SCc2ccc(Cl)cc2)o1
[18] COc1ccc2sc(-c3ccc(S(C)(=O)=O)cc3)c(C#Cc3cncn3C)c2c1
[19] COc1ccccc1C(=O)NCCC(=O)N(C)CC(=O)Nc1ccccc1Br
[20] Cc1ccc(NC(=O)CN(C)S(=O)(=O)c2cccc3nsnc23)cc1Cl
[21] Cc1cc(C)n2nc3nc4c(cc3c2n1)CCCC4
[22] Cc1ccc(NC(=O)CN2C(=O)CCSc3ccc(S(=O)(=O)N4CCCC4)cc32)cc1
[23] COc1ccc(CN2CCCC(C(=O)c3ccc(Cl)cc3)C2)c(OC)c1 (centres undefined)
[24] Cc1cc(C(=O)Nc2ccc(Nc3ccccc3)cc2)ccc1[N+](=O)[O-]
Compound,17,18,19,20,21,22,23,24
VHR inh abs,10.5,·,·,20.3,7.1,7.3,13.9,38.1
MazEF act,-3.1,3.5,3.3,-2.2,-2.1,12.9,9.7,28.7
3CLpro inhibitor,4.9,·,·,-0.6,1.7,1.3,-5.7,2.9
Vc quorum ag,-0.3,i,i,-0.4,-1.4,5.9,-0.5,-0.2
UGM FP inh,-0.1,-2.1,3.0,-0.1,1.8,0.0,-0.1,1.6
SSB-PriA inh,-21.1,-14.9,3.5,4.0,-1.5,-8.9,3.4,54.1*
BioA inh,2.0,-1.6,1.6,0.7,-5.7,0.5,-0.8,-0.8
Mtb FBA inh,1.5,14.7,-0.5,-3.9,+,-0.1,-0.2,-0.7
GDH-TPI inh,1.7,21.6,7.9,10.1,26.6,-7.8,10.3,20.6
Rv3671c inh,6.1,1.1,6.4,-11.1,9.0,-12.1,-1.4,15.3

[25] Clc1ccc(-c2nc(NCCN3CCOCC3)c3ccccc3n2)cc1
[26] CCOC(=O)c1sc(=S)n(-c2ccc(OC)cc2)c1N
[27] Cc1nnc(SCC(=O)NC2CCC(C)CC2)s1 (centres undefined)
[28] O=C(NCC(=O)N1CCN(S(=O)(=O)c2ccccc2F)CC1)c1ccc(Br)o1
[29] COC(=O)CN1C(=O)C2(C(C#N)=C(N)Oc3ccccc32)C2=C1CC(C)(C)CC2=O (centres undefined)
[30] CC1CCN(C(=O)CSc2nnc(Cc3cccn3C)n2-c2ccc(F)cc2)CC1
[31] COCCN1C(=O)c2oc3c(C)cc(C)cc3c(=O)c2C1c1cccc(O)c1 (centres undefined)
[32] CCOc1cc(/C=C2/N=C(C)C(C(=O)OC)=C2O)ccc1O
Compound,25,26,27,28,29,30,31,32
VHR inh abs,17.9,-10.3,·,18.5,-4.1,23.6,-6.0,25.2
MazEF act,-2.6,6.0,4.4,1.9,2.1,9.1,1.5,-38.0
3CLpro inhibitor,-1.8,3.7,·,-1.8,0.5,3.0,4.6,0.6
Vc quorum ag,-0.3,0.1,-5.9,i,-6.2,-0.2,i,-1.7
UGM FP inh,1.6,2.3,-5.4,1.5,-0.2,0.6,-1.6,0.3
SSB-PriA inh,-9.3,23.4,-12.1,6.4,-4.2,-2.0,-5.8,-3.0
BioA inh,-0.5,2.1,0.3,1.2,-1.6,0.8,16.6,·
Mtb FBA inh,1.9,-0.4,0.3,3.2,-2.6,-1.2,0.0,-19.6
GDH-TPI inh,8.4,10.7,-11.5,2.4,-5.7,6.9,11.3,2.8
Rv3671c inh,-21.3,1.9,6.3,3.4,3.7,8.9,1.3,4.0

[33] CC(=O)c1cccc(NC(=O)CCN2C(=O)C3CC=CCC3C2=O)c1 (centres undefined)
[34] CCC(=O)c1ccc(OCC(=O)OCC(=O)Nc2c(C)n(C)n(-c3ccccc3)c2=O)cc1
[35] COc1ccc(/C=C2\SC(=O)N(CC(=O)Nc3cccc(C)c3)C2=O)cc1O
[36] COc1ccc(-c2noc(-c3ccccc3C(=O)NCc3ccco3)n2)cc1OC
[37] COc1ccc(C(CC(=O)O)NC(=O)c2sc3ccccc3c2Cl)cc1 (centres undefined)
[38] CCC(Oc1ccccc1C)C(=O)Nc1ccc(S(=O)(=O)Nc2cc(C)on2)cc1 (centres undefined)
[39] COc1ccc(-c2csc3ncnc(N4CCN(c5ccccc5)CC4)c23)cc1
[40] Cn1c(=O)c2c(SCC(=O)N3CCOCC3)nc(-c3ccccc3Cl)nc2n(C)c1=O
Compound,33,34,35,36,37,38,39,40
VHR inh abs,·,·,12.2,-12.4,-13.2,17.0,14.8,20.2
MazEF act,10.1,1.2,6.8,-1.3,-9.1,6.6,2.7,4.2
3CLpro inhibitor,·,·,7.8,-4.2,6.7,0.7,-0.3,-0.2
Vc quorum ag,i,i,i,i,i,-0.3,-0.3,-3.6
UGM FP inh,·,2.7,-2.3,4.0,3.1,2.0,0.7,-1.5
SSB-PriA inh,-3.2,-5.2,4.4,-5.5,-16.8,-13.7,0.0,2.9&-13.0
BioA inh,-4.9,-0.5,-1.3,0.5,·,1.7,-1.2,-1.5
Mtb FBA inh,3.4,-4.8,-2.4,6.6,-1.6,-0.2,-1.6,1.1
GDH-TPI inh,0.7,0.7,47.1*,10.1,7.5,-8.0,0.4,-9.1
Rv3671c inh,-10.1,-0.2,-53.9,-7.5,-1.1,-4.2,1.6,-14.1

[41] COC(=O)c1ccc(N(C(=O)CNC(=O)c2ccco2)C(C(=O)NC2CCCC2)c2ccco2)cc1 (centres undefined)
[42] CC(C)C(=O)Nc1ccc(Sc2ccc(F)cc2)cc1
[43] COc1ccccc1-n1nnnc1SCC(=O)NC1CC1
[44] CC1(C)CC(=O)C=C(c2ccc(COC(=O)c3ccccc3)cc2)C1=O
[45] O=C(Cn1c(=S)[nH]c2ccccc2c1=O)N1CCN(c2ccc(F)cc2)CC1
[46] COc1ccc(S(=O)(=O)N2CCC(C(=O)N(CC(C)C)C3CCS(=O)(=O)C3)CC2)cc1OC (centres undefined)
[47] Cc1cc(Cl)ccc1NNC(N)=S
[48] S=c1[nH]nc(-c2ccco2)n1/N=C/c1c(Cl)cccc1Cl
Compound,41,42,43,44,45,46,47,48
VHR inh abs,-13.6,20.5,·,·,-5.2,·,-11.7,-0.1
MazEF act,2.4,0.3,4.6,-7.9,-4.2,6.8,4.4,-6.4
3CLpro inhibitor,-3.8,3.0,·,·,-3.7,·,2.5,0.4
Vc quorum ag,i,-0.3,-3.7,1.5,i,-0.4,i,i
UGM FP inh,-1.1,-3.8,-0.8,·,4.8,1.2,-1.5,-1.6
SSB-PriA inh,-16.9,-5.1,-11.0,·,-6.4,15.5,5.7,·
BioA inh,-1.0,-0.7,0.5,0.2,-1.8,1.9,2.6,·
Mtb FBA inh,3.3,0.1,2.7,0.6,-4.2,0.5,-1.1,-3.3
GDH-TPI inh,-3.5,-2.4,0.0,-2.1,-12.2,-6.0,-8.1,5.6
Rv3671c inh,-9.2,-1.0,4.8,·,5.3,7.8,-3.8,3.8

[49] CC(C)[C@H](NC(=O)c1ccccc1)C(=O)Nc1ccc2c(c1)OCO2
[50] CCN(CCNC(=O)C1CCN(Cc2nc(-c3cccc(Cl)c3)oc2C)CC1)c1ccccc1
[51] Cn1c(=O)c2c(nc(N3CCN(Cc4ccccc4)CC3)n2CC(=O)c2ccccc2)n(C)c1=O
[52] O=C(C1CCC1)N1CCN(c2ccccc2)CC1
[53] CCOc1ccc(-n2c(O)c(/C=N/c3ccnn3Cc3ccncc3)c3ccccc3c2=O)cc1
[54] Cc1ccc(C(=O)N2CC2C)cc1 (centres undefined)
[55] CN1CCc2ccccc2Cc2[nH]c3ccccc3c2CC1
[56] O=C(NCc1cccc(C(F)(F)F)c1)c1ccc[nH]1
Compound,49,50,51,52,53,54,55,56
VHR inh abs,·,-7.7,·,16.7,11.5,·,·,24.4
MazEF act,6.3,11.3,0.6,3.4,-1.9,11.7,0.4,-0.6
3CLpro inhibitor,·,-1.2,0.7,-6.0,1.8,·,·,-0.9
Vc quorum ag,-2.0,i,i,i,-1.4,0.1,-0.6,-0.6
UGM FP inh,·,0.3,0.5,-0.7,3.0,·,-2.1,-0.6
SSB-PriA inh,9.1,33.0,-6.2,-3.3,·,-9.3,8.0,2.6
BioA inh,1.1,-0.4,5.3,1.7,·,-0.2,3.4,-0.2
Mtb FBA inh,2.6,-0.1,3.8,-0.1,26.3,1.4,-2.8,0.1
GDH-TPI inh,0.3,-0.6,11.4,5.7,12.1,12.3,-0.5,-4.6
Rv3671c inh,-0.4,7.1,-4.2,4.9,-1.8,·,2.1,1.3
